Bioassay records from PubChem BioAssay.
PfHsp90 yeast 2: growth inhibition of yeast expressing Plasmodium Hsp90; S. cerevisiae expressing PfHsp90, BacTiter-Glo ATP, 48 h; yeast lacking PDR1 and PDR3 efflux regulators; actives 0.32% (n = 310,000); inhibition, % at 9.4 µM; AID 504621;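 active = every replicate shows inhibition above about 80%, whatever the replicate mean, limit read from the data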;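 note: 0% = DMSO neutral controls and 100% = 20 µM radicicol positive controls; yeast relying on Plasmodium falciparum Hsp90 in place of its own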
CAL PDZ FP-1: inhibitors of human CAL PDZ peptide binding | actives 0.92% (n = 300,000) | purified CAL PDZ, TMR-peptide fluorescence polarization, 1 h | inhibition, % at 24.9 µM | Q9HD26 | AID 602252;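 active = mean inhibition of at least 30% with at least half of replicates also reaching 30%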;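 note: 0% = DMSO neutral control and 100% = excess unlabeled competitor peptide PRC23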
Rtt109 HAT inh: C. albicans Rtt109 histone acetyltransferase inhibition; Q5AAJ8; purified Rtt109/Vps75, ThioGlo CoA-SH fluorescence, 4 h; inhibition, % at 34.9 µM; actives 0.16% (n = 330,000);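 active = inhibition of at least 50% in every replicate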
Target sequence (Q5AAJ8 whole entry, looked up): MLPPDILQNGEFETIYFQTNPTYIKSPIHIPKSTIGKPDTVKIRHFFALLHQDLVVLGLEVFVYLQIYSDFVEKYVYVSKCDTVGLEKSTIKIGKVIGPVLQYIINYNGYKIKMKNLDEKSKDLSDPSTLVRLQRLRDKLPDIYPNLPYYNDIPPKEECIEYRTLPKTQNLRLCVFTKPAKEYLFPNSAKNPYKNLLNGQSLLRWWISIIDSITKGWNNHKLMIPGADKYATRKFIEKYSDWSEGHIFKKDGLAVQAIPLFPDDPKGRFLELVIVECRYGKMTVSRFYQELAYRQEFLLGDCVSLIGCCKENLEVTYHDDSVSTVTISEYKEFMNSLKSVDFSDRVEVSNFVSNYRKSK
dFosB activator: activators of mouse delta FosB homodimer. activation, % at 25 µM. actives 0.99% (n = 340,000). purified delta FosB, TAMRA-CDK5 oligo fluorescence polarization; percent of positive-control signal above neutral wells;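 active = mean activation above about 17%, with every replicate also reaching it, limit read from the data, passing the limit was not always enough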;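 note: fluorescence polarization rise as delta FosB binds a TAMRA Cdk5 AP-1 oligo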
Target sequence (P13346 whole entry, looked up): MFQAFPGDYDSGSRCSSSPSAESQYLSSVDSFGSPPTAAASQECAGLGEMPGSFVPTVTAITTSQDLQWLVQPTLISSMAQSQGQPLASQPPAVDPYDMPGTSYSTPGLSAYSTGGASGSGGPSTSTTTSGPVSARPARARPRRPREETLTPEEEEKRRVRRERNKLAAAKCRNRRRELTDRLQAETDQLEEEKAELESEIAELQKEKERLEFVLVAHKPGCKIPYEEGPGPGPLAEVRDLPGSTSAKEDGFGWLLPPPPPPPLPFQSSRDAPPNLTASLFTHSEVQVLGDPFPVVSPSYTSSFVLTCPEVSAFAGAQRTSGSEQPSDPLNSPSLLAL
SR-BI HDL uptake: inhibitors of mouse SR-BI mediated HDL lipid uptake; ldlA[mSR-BI] CHO cells, DiI-HDL uptake fluorescence, 3 h; inhibition, % at 12.5 µM; actives 0.96% (n = 320,000); AID 488896;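 active = mean replicate inhibition of at least 70% and a set share of replicates each scoring 70 or more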;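 note: 0% = median of neutral control wells and 100% = median of positive control wells; values of inactives mirror those of a sister screen read the other way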
NSD2 inh: blocks human histone methyltransferase NSD2. NSD2 peptide methylation, AlphaScreen, 120 min. inhibition, % at 12.5 µM. actives 0.54% (n = 310,000). AID 743445; in the data active = inhibition above about 50%
PvdQ acylase: blocks Pseudomonas aeruginosa PvdQ acylase activity. actives 0.063% (n = 340,000). purified PvdQ acylase, fluorescence plate reader. AID 488965. inhibition, % at 10 µM; in the data active = inhibition above about 30%, passing the limit was not always enough;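 note: 0% = vehicle neutral wells and 100% = reference inhibitor wells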
CAL PDZ FP-2: human CAL PDZ-peptide interaction inhibition | AID 504414 | inhibition, % at 20 µM | actives 0.02% (n = 330,000) | purified CAL PDZ, TMR-peptide fluorescence polarization, 1 h | Q9HD26;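 active = highest replicate inhibition of at least 40%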;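 note: plate controls were DMSO neutral control wells for no effect and unlabeled competitor peptide control wells for full effect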
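material = purified tagged CAL PDZ domain construct (CerCALP) | buffer or medium = sodium phosphate/NaCl buffer pH 7.4 with TCEP, IgG, Thesit | reagent = TMR-labelled reporter peptide T*-PRC34 bound in PDZ groove | incubation = 1 h room-temperature incubation prior to read | measured by = fluorescence polarization (mP) | evaluation = percent inhibition from loss of millipolarization | control set = unlabelled peptide and DMSO controls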
SR-BI uptake up: activators of SR-BI mediated HDL lipid uptake; CHO ldlA[mSR-BI] cells, DiI-HDL uptake fluorescence, 3 h; 100 = double the neutral-control signal; activation, % at 12.5 µM; actives 0.096% (n = 320,000); AID 504775;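 active = mean replicate activation of at least 60% and every replicate at or above 60%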;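 note: 0% = median plate neutral-control signal and 100% = twice that signal; values of inactives mirror those of a sister screen read the other way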
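System: CHO ldlA[mSR-BI] cells / Medium: HEPES-buffered (25 mM, pH 7.4) F12 plus 0.5% BSA / Probe or stimulus: labelled HDL, 10 µg/mL / Doses: single compound concentration, delivered by pin transfer / Schedule: 3 h, 37 °C / Measured by: DiI fluorescence, bottom read / Measure: cell-associated DiI fluorescence as measure of HDL uptake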
MITF TRPM1 HTS: MITF TRPM1 promoter activation in melanoma cells; SK-MEL-5 TRPM1-promoter luciferase, 24 h; % of positive control, neutral wells = 0; activation, % at 12.5 µM; actives 0.75% (n = 300,000);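 active = mean activation of at least 80% with every replicate also reaching 80%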;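 note: 0% = neutral control wells and 100% = parthenolide positive control wells; values of inactives mirror those of a sister screen read the other way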
* hit, by the source's call; . = not tested or not shown.

Results follow in this order: PfHsp90 yeast 2	CAL PDZ FP-1	Rtt109 HAT inh	dFosB activator	SR-BI HDL uptake	NSD2 inh	PvdQ acylase	CAL PDZ FP-2	SR-BI uptake up	MITF TRPM1 HTS
Cc1ccc(C2=NN(C(=O)C3CCCO3)C(c3ccco3)C2)cc1 (stereo unspecified)
  12	7	-2	-4	5	4	-10	-0.8	-5	-9
Brc1ccc(C2=CC(c3ccco3)n3ncnc3N2)cc1 (stereo unspecified)
  .	-7	-278	-11	21	.	-6	-0.7	-21	.
NC(=O)C1(N2CCCCC2)CCN(C(=S)NCCc2ccccc2)CC1
  1	.	6	-2	3	1	-1	-0.4	-3	.
O=C(CN1CCCCCC1)Nc1cc(C(F)(F)F)ccc1Cl
  6	0	1	-6	16	-2	-5	-0.4	-16	3
CCOC(=O)C1(Cc2ccccc2C(F)(F)F)CCN(C2CCN(C(C)=O)CC2)CC1
  6	-4	-8	-12	-14	-9	-10	-1.0	14	-2
Cc1cc(NC(=O)CSc2nnc(-c3ccncc3)n2Cc2ccccc2)n(-c2ccccc2)n1
  -7	6	7	-8	63	-3	-15	-0.4	-63	.
C/C(=N\NC(=O)Cc1c(F)cccc1Cl)c1cccnc1
  -33	0	5	-16	7	1	-4	-3.6	-7	6
COc1ccc(CN(C)C(=O)Cn2cnc3c(NCc4ccccc4)ncnc32)cc1OC
  -21	-4	0	-7	-7	.	7	-1.9	7	-8
CN1C(=O)/C(=C/c2ccccc2OCc2ccccc2F)NC1=S
  2	-4	-8	0	33	-1	-1	0.3	-33	5
CCC(C)Nc1nc(-c2ccccn2)nc2ccccc12 (stereo unspecified)
  -2	-2	3	-13	-1	22	8	-0.5	1	-26
COC(=O)C1=C(N)OC2=C(C(=O)CC(C)(C)C2)C1c1cc2c(cc1Cl)OCO2 (stereo unspecified)
  -6	7	2	-9	-2	6	-6	-2.4	2	5
COc1ccc(OCCN2CCN(C(=O)c3ccc(OC(F)F)c(OC)c3)CC2)cc1
  12	-1	-2	-15	32	2	-3	-2.7	-32	-2
Cc1cnc(NC(=O)c2cc(-c3ccccc3)nn2-c2ccccc2)s1
  -13	4	-10	4	.	0	-9	-0.4	.	1
CCOc1ccc(N2CC(O)(c3ccc(F)cc3)[N+]3=C2CCCC3)cc1 (stereo unspecified)
  .	0	6	-7	11	-2	-11	-0.6	-11	-4
CC(=O)N1CCc2cc(S(=O)(=O)N3c4ccccc4CC3C)ccc21 (stereo unspecified)
  -1	-6	-9	-12	16	7	-7	-2.1	-16	-27
O=C1NC(c2cccs2)Nc2sc3c(c21)CCCC3 (stereo unspecified)
  8	6	-3	-14	24	2	-3	-0.4	-24	45
Cc1ccnc(NC(=O)c2ccc(C(=O)c3ccccc3)cc2)c1
  12	-20	6	-10	2	-1	-12	-1.8	-2	-10
O=C(/C=C/c1ccc(F)cc1)NC(=S)NC1CCCCC1
  -10	0	15	1	7	-1	4	-1.6	-7	29
Cc1cc(C)n2nc(C(=O)NC(C)(C)C)nc2n1
  5	-1	0	-1	-24	5	1	0.0	24	12
CCN1CCN(CCNC(=O)c2ccc3c(c2)N(Cc2cccc(Cl)c2)C(=O)c2ccccc2S3=O)CC1 (stereo unspecified)
  2	4	9	-9	-2	4	10	-1.7	2	12
COc1ccccc1-c1nnc2n1N=C(C)CS2
  7	0	-2	-4	-5	1	-6	.	5	4
N#CC1(NC(=O)CSc2ccccn2)CCCCC1
  1	-3	2	-2	-4	0	4	-1.9	4	-3
COP1(=O)C=C[C@H](N(Cc2ccccc2)S(=O)(=O)c2ccccc2[N+](=O)[O-])[C@@H](C)O1 (stereo partly specified)
  -6	-2	-3	-8	-2	.	-7	0.6	-8	8
CSc1nsc(NC(=O)CCNC(=O)c2ccc([N+](=O)[O-])cc2)n1
  -5	-3	-1	1	.	-1	-14	-3.3	.	-5
COc1ccc(C(=O)COC(=O)c2n[nH]c3ccccc23)c(OC)c1
  14	1	23	-24	50	2	-9	-4.3	-50	96*
CN(c1ccc(OC(=O)CC2OC(=O)c3ccccc32)cc1)S(=O)(=O)c1ccccc1 (stereo unspecified)
  .	2	0	-7	4	-1	-7	0.7	-4	5
CCCCn1c(N)c(N(Cc2ccccc2OC)C(=O)c2c(CC)noc2C)c(=O)[nH]c1=O
  -15	-4	29	-5	-29	-4	2	-1.3	29	19
O=C(C1=C[C@H](c2ccccc2)C[C@H](OCCCCO)O1)N1CCN(Cc2ccc3c(c2)OCO3)CC1
  -5	-3	15	2	-7	.	6	0.1	7	-1
CC(OC1=CC(=O)CCC1)C(=O)c1ccccc1 (stereo unspecified)
  -35	-2	-7	-4	.	-4	-10	-0.9	.	2
Cc1ccc(Cn2c(Sc3nnc(C)s3)nc3c2c(=O)[nH]c(=O)n3C)cc1
  29	-5	-3	-22	-40	.	-7	-0.1	40	.
CCOC(=O)Nc1ccc2c(c1)N(C(=O)N(C)C)c1ccccc1CC2
  -9	3	-10	-17	2	1	0	-0.5	-2	-12
Cc1c(C(=S)Nc2ccccc2)cnn1-c1ccc([N+](=O)[O-])cc1
  16	-2	-1	1	44	5	-10	0.0	-44	14
COCC(=O)Nc1cc(Cl)c(OC)cc1OC
  0	-2	-3	-8	-23	.	-9	0.6	23	6
O=[N+]([O-])c1ccccc1/C=C/C=N/Nc1ccc(S(=O)(=O)Nc2ccc(Cl)cc2)cc1[N+](=O)[O-]
  .	-3	-4	11	100*	-3	4	-0.1	-100	-27
CCn1c(SCC(=O)NC2CC2)nnc1-c1ccccn1
  -23	-6	-9	5	-10	0	-13	-1.8	10	6
COc1ccc(-c2noc(N3CCC(C(=O)Nc4ccc(F)cc4)CC3)n2)cc1
  7	.	4	6	58	.	-13	-0.7	-58	.
O=C(CSc1nnc(CNC(=O)c2cccs2)o1)NCC1CCCO1 (stereo unspecified)
  3	0	0	9	7	-1	-16	-2.1	-7	3
Cc1ccc(S(=O)(=O)NNC(=O)/C=C/c2cccc(F)c2)cc1
  0	-9	2	-7	-4	2	-4	0.5	4	-9
COc1ccc(NC(=O)NC2(C)CCS(=O)(=O)C2)cc1 (stereo unspecified)
  1	63*	-3	-1	-5	-3	-8	-1.8	5	-4
CN1C[C@@H]2[C@@H]3C(=O)N(Cc4ccccc4)C(=O)[C@@H]3[C@](C)(C1=O)N2C(=O)c1ccc(Cl)cc1
  2	9	6	-10	-7	.	-11	-0.2	7	13

Profiles as entered above. Screens in order: PfHsp90 yeast 2 | CAL PDZ FP-1 | Rtt109 HAT inh | dFosB activator | SR-BI HDL uptake | NSD2 inh | PvdQ acylase | CAL PDZ FP-2 | SR-BI uptake up | MITF TRPM1 HTS
COCC(=O)Nc1cc(Cl)c(OC)cc1OC across the screens: 0 | -2 | -3 | -8 | -23 | . | -9 | 0.6 | 23 | 6
Cc1ccc(S(=O)(=O)NNC(=O)/C=C/c2cccc(F)c2)cc1 across the screens: 0 | -9 | 2 | -7 | -4 | 2 | -4 | 0.5 | 4 | -9

Going on with the list:
Results follow in this order: PfHsp90 yeast 2	CAL PDZ FP-1	Rtt109 HAT inh	dFosB activator	SR-BI HDL uptake	NSD2 inh	PvdQ acylase	CAL PDZ FP-2	SR-BI uptake up	MITF TRPM1 HTS
Cc1oc(C(C)(C)C)cc1C(=O)NCc1ccc2c(c1)OCO2
  -2	-3	-2	-7	-6	0	-4	0.4	6	-7
Cn1cnnc1SCC(=O)Nc1ccccc1C(=O)NC1CCCC1
  17	-5	-1	-6	-25	-3	-22	-2.6	25	-4
CC(=O)Nc1ccc(-c2nc3ccccc3o2)cc1
  5	-3	-5	-14	-17	0	-7	-2.7	17	.
COc1cccc(NC(=O)CSc2c3c(nc4ccccc24)CCCC3)c1
  6	-2	29	-8	17	0	-15	-1.3	-17	-2
Cc1ccc(NC(=O)C(c2ccccc2)c2ccccc2)c(O)c1
  -5	-3	-1	-6	.	-2	0	0.6	.	-5
C=CCC1[C@H](C)[C@H]2[C@@H]3CC[C@@H](C3)[C@H]2CN1S(=O)(=O)c1ccc(C)cc1 (stereo partly specified)
  -2	-5	0	8	-10	.	3	-0.8	10	-2
COc1ccccc1CNC(=O)c1ccc(NS(=O)(=O)c2cccs2)cc1
  -9	-3	10	2	19	1	-11	-2.7	-19	-1
CC[C@@]1(C(=O)OC)N[C@H](CN(C)C(=O)c2ccc(C)cc2)[C@@H]2C(=O)N(Cc3ccccc3)C(=O)[C@@H]21
  12	0	-5	-4	-10	.	8	0.9	10	-3
CC(=O)NCCNc1nc2c(-c3cccc(C(F)(F)F)c3)nnn2c2ccccc12
  -16	16	-5	4	6	-5	-11	-0.7	-6	2
CCCCNC(=O)O[C@@H]1C[C@H]2CCCC(=O)N3CC[C@@H](C1)[C@@H]23
  -16	-2	-9	4	-29	.	-15	-0.4	29	-1
Fc1ccc(Nc2c3c(nc4ccccc24)CCC3)cc1
  .	-4	3	-8	17	0	-17	-1.3	-17	4
CCS(=O)(=O)c1ccc2oc(Nc3cccc(OC)c3)nc2c1
  5	-14	.	-12	37	0	-9	-2.6	-37	23
CC(=O)c1cccc(CN2CCCC(C(=O)c3ccc4c(c3)OCO4)C2)c1 (stereo unspecified)
  6	-2	-6	-4	-2	1	-8	-2.6	2	-13
O=C(NNc1nc2c(F)cc(F)cc2s1)C1=COCCO1
  10	-3	4	0	4	-1	-12	-0.6	-4	0
O=C(CCc1ccccc1)Nc1nnc(-c2cccs2)o1
  39	.	-9	-2	-3	.	-13	-0.7	3	18
O=C1C2C(C(=O)N1c1ccncc1)C1C=CC2C12CC2 (stereo unspecified)
  -3	-5	-1	1	-25	-2	-7	-0.3	25	7
Cc1cc(=O)n2[nH]c(SCc3ccccc3Cl)nc2n1
  19	-1	.	2	6	-4	-15	-0.5	-6	1
CCn1cc(/C=C(\NC(=O)c2ccccc2Cl)C(=O)NCCN2CCOCC2)c2ccccc21
  16	-7	-4	-4	14	-6	8	-3.3	-14	-1
COc1ccc(NC(=O)c2cccnc2N2CCCCC2)cc1
  -5	-2	-4	3	50	-6	1	-1.4	-50	-5
O=C(CN(C(=O)CNC(=O)c1ccco1)c1ccc2c(c1)OCO2)NC1CCCCC1
  8	1	11	-3	13	0	-22	0.4	-13	-3
Oc1ccc2nnc3c(Br)cnn3c2c1
  6	-6	-8	0	-5	1	15	-1.1	5	2
C=CCN1C(=O)C2C(C(=O)NC3CCCC3)C3(C)C=CC2(O3)C1C(=O)NC1CCCC1 (stereo unspecified)
  4	-4	-4	3	-10	0	-3	-2.5	10	25
Cc1nc(-c2ccc(S(=O)(=O)Nc3ccccc3C)cc2)co1
  -42	-2	0	-17	-4	8	-4	0.0	4	1
Brc1ccc(N/N=C(/N=Nc2nn[nH]n2)c2ccccc2)cc1
  14	7	16	-13	46	49	-6	0.0	-46	-67
